# USP1 inh = blocks the human USP1/UAF1 deubiquitinase complex; O94782; recombinant USP1/UAF1, Ub-Rhodamine cleavage fluorescence; Potency, µM (series often up to 57.1 µM), without a hit: at the highest dose activity change, negative = inhibition, most hits filed as inhibitors; 390,000 compounds, 0.23% hits; AID 743255; further: potency means the concentration at half of the fitted maximal effect; on the % scale 0 is the no-effect control and ±100 the full control effect; nearly all actives have a fitted effect of over 60% in size; inactives centre near -12
#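 USP1/UAF1 complex (1 nM) preincubated 15 min at room temperature with compound, then Ub-Rho substrate (150 nM final) added. Kinetic fluorescence at 480/540 nm over 6 reads at 60 s intervals; 50 mM HEPES pH 7.8, 0.5 mM EDTA, 0.1 mg/ml BSA, 1 mM TCEP, 0.01% Tween-20.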
# HP1b chromo inh = blocks HP1-beta chromodomain binding to methylated histone tails; Potency, µM (titrated, usually from 114 µM), for the others: at the top dose activity change, negative = inhibition, actives largely listed as inhibitors; P83916; AlphaScreen HP1-beta / biotin-H3K9me3 peptide binding; 390,000 compounds, 0.56% hits; further: potency means the concentration at half of the fitted maximal effect; nearly all actives have a fitted effect of over 70% in size; inactives centre near 23
# Target sequence (P83916 whole entry, looked up): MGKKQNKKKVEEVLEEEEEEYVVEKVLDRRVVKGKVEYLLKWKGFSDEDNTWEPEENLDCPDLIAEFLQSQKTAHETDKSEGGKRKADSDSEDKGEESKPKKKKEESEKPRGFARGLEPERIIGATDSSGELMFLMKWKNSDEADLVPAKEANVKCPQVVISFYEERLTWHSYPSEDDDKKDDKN
#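 HP1-beta protein (50 nM final) preincubated 30 min at room temperature with biotinylated H3(1-18)K9me3 peptide (50 nM) in PBS pH 7.4, 0.01% Tween-20, then compound added for 30 min. AlphaScreen streptavidin donor/nickel chelate acceptor beads (10 ug/mL final), 30 min dark, luminescence read.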
# mIDH1 inhibitor = blocks human mutant IDH1 R132H enzyme; AID 602179; Potency, µM (highest dose often 76.6 µM), for inactives: at the highest dose activity change, negative = inhibition, hits mostly inhibitors; 390,000 compounds, 0.093% hits; IDH1-R132H enzyme, NADPH consumption, diaphorase/resazurin fluorescence; further: potency means the concentration at half of the fitted maximal effect; on the % scale 0 is the no-effect control and ±100 the full control effect; nearly all actives have a fitted effect of over 65% in size
#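 IDH1-R132H (0.5 ug/mL dispensed) in pH 7.5 Tris buffer was preincubated 30 min with compound, then given a substrate mix of 0.016 mM NADPH and 2 mM alpha-KG for 80 min at room temperature; remaining NADPH was read by diaphorase/resazurin fluorescence.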
# PI4K2A block = inhibitors of human PI4K2A | activity change, negative = inhibition, % at 76.9 µM | purified PI4K2A, ADP-Glo luminescence, 1 h; hits give low values | Q9BTU6 | 420,000 compounds, 0.13% hits; in the data active means activity change below about -50%; inconclusive means mostly about -30% to -49%;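 further: -100% = wells without enzyme as full effect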
# Target sequence (Q9BTU6 whole entry, looked up): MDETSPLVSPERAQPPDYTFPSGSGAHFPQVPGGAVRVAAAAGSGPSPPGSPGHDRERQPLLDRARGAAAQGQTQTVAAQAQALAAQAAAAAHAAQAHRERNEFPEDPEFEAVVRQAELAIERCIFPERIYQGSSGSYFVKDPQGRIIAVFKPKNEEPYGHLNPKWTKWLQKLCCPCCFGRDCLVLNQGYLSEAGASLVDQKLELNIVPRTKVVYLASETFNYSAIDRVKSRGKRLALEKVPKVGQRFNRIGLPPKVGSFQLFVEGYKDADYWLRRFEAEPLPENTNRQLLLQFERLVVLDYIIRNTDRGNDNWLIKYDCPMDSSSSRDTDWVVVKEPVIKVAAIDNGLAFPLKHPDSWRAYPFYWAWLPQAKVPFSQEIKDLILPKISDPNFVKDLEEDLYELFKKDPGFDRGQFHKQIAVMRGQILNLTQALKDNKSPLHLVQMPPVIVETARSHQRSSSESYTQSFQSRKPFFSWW
#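 ADP-Glo luminescence measured ADP generated by PI4K2A enzyme (4 ug/mL before mixing) with 1.2 mM PI substrate (pre-mix) and 300 microM ATP (pre-mix). Tris pH7.5 buffer with MgCl2, Triton X-100; 1 h reaction at ambient temperature.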
# TrxR1 substrate = is turned over as a substrate by rat TrxR1; AID 588456; O89049; 390,000 compounds, 0.01% hits; Potency, µM (highest dose often 114 µM), for inactives: at the top dose activity change, negative = substrate turnover; purified TrxR1 substrate turnover, NADPH consumption readout; further: potency means the concentration at half of the fitted maximal effect; on the % scale 0 is the no-effect control and ±100 the full control effect; nearly all actives have a fitted effect of over 50% in size
#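 Rat TrxR1, dispensed at 90 nM, was prereduced with 400 uM NADPH (final) for 5 min at ~22 deg C, then incubated with compound 15 min before 400 uM selenite. A first-read NADPH fluorescence drop versus no-compound background flagged substrates.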
# Pin1 inh = inhibitors of human Pin1. Pin1 FP peptide displacement, HiFluor488, 10 min. Potency, µM (titrated, usually from 115 µM), inactives show top-dose activity, negative = inhibition, actives largely listed as inhibitors. 390,000 compounds, 0.009% hits; active means well fitted inhibition curve with a large enough effect in the polarisation, with a control signal flat, not every such curve was filed as active; inconclusive means small, poorly fitted or top-dose-only effect, or effect the other way, or a change in a side signal; inactive means no such curve, though single readings can be large or run the other way; the % refers to the polarisation; further: potency means the concentration at half of the fitted maximal effect; on the % scale 0 is the no-effect control and ±100 the full control effect
# PGK inhibitor = inhibitors of T. brucei phosphoglycerate kinase; PGK/GAPDH coupled, Kinase-Glo luminescence, 60 min; Potency, µM (titrated, usually from 57.5 µM), for the others: at the top dose activity change, negative = inhibition, hits mostly inhibitors; 380,000 compounds, 0.043% hits; further: potency means the concentration at half of the fitted maximal effect; on the % scale 0 is the no-effect control and ±100 the full control effect; nearly all actives have a fitted effect of over 60% in size
# Target sequence (P07378 whole entry, looked up): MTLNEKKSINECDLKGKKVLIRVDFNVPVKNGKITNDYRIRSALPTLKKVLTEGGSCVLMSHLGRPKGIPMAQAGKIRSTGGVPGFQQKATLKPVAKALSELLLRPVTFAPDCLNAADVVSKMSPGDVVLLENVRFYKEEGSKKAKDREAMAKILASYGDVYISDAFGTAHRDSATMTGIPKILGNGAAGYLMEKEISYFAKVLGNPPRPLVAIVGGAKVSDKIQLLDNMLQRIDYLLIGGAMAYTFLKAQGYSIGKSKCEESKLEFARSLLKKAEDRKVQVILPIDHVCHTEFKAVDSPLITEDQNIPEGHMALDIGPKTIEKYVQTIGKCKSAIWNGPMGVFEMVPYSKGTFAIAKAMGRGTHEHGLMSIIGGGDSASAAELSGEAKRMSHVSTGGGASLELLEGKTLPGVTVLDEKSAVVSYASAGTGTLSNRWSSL
#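 Recombinant glycosomal PGK reaction used 1,3-bisphosphoglycerate generated in-well by GAPDH (100nM final) in 100mM TEA pH 7.6, 5mM MgCl2, 0.01% Tween-20. After 60 minutes at room temperature, ATP was read by Kinase-Glo Plus luminescence end-point.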
# GLS inh = blocks human kidney-isoform glutaminase activity | GLS enzymatic activity, qHTS titration | Potency, µM (series often up to 45.5 µM), inactives show at the top dose activity change, negative = inhibition, hits mostly inhibitors | 410,000 compounds, 0.21% hits; further: potency means the concentration at half of the fitted maximal effect; on the % scale 0 is the no-effect control and ±100 the full control effect
#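 hKGA; 45 mM KH2PO4 pH 8.2 + 0.02% Tween-20; cpd via pin tool; 1 mM Gln soln; GluOx/HRP/Amplex Red; RT 30 min; fluor. t0 & final.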
# TrxR1 inh = inhibitors of rat thioredoxin reductase 1; O89049; 390,000 compounds, 1% hits; Potency, µM (doses to about 114 µM), inactives show at the top dose activity change, negative = inhibition, most hits filed as inhibitors; recombinant rTrxR1, NADPH fluorescence consumption, selenite substrate; AID 588453; further: potency means the concentration at half of the fitted maximal effect; on the % scale 0 is the no-effect control and ±100 the full control effect; nearly all actives have a fitted effect of over 65% in size
#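 Rat TrxR1 (90 nM in the dispensed reagent) was pre-reduced with 400 uM NADPH for 5 min at room temperature, then incubated with compound for 15 min. After 400 uM selenite was added, NADPH fluorescence (Ex 340/Em 450 nm) was followed for 8 min.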
# Starred values were filed as active, the others as inactive; i = inactive; ? = inconclusive; . = no result given; [ ] = another dose, or the depositor's remark. Unless noted, the call rests on the fitted dose curve; in most records, active means well fitted curve in the direction sought with a large enough effect; inconclusive means small, poorly fitted or top-dose-only effect, or another doubt; inactive means no such curve, though single readings can be large; an effect the other way counts as inactive or inconclusive. Only part of the results is shown. The share of hits here may be higher or lower than overall.
USP1 inh	HP1b chromo inh	mIDH1 inhibitor	PI4K2A block	TrxR1 substrate	Pin1 inh	PGK inhibitor	GLS inh	TrxR1 inh	SMILES
-9%	-4%	2%	-2	8%	-4%	.	-18%	-10%	C=CCn1c(Cc2c[nH]c3ccccc23)n[nH]c1=S
-19%	27%	4%	-4	-8%	0%	-7%	24%	1%	Cc1ccc(C(=O)Nc2ccc(CC(=O)O)cc2)o1
5%	7%	7%	1	-7%	-4%	-9%	4%	?	Cc1ccc(CN(C)C(=O)c2cc(S(=O)(=O)N3CCOCC3)ccc2F)o1
-18%	17%	-25%	1	2%	-1%	0%	0%	22%	CNc1ccc(C2(O)C(=O)c3ccccc3C2=O)cc1
-14%	13%	10%	-7	4%[57.1 µM]	3%	-3%	0%	39%	CCOc1ccc(-n2c(SCC(=O)Nc3ccc4c(c3)OCO4)nc3c(c2=O)SCC3)cc1
-6%	-5%	1%	1	-8%[57.1 µM]	15%	-9%	3%	-5%[57.1 µM]	CCOC(=O)c1c(C)nc2c(c1-c1ccccc1)C(=O)c1ccccc1-2
-2%	27%	5%	-1	-3%	0%	-7%	2%	1%	NC(=O)CCN(Cc1ccccc1)S(=O)(=O)c1ccccc1
-19%	37%	2%	-3	15%[57.1 µM]	2%	-4%	0%	24%[57.1 µM]	COc1ccc(-c2nnn(CC#N)n2)cc1OC
-18%	72%[activator]	1%	2	4%[57.1 µM]	6%	-6%	-8%	21%[57.1 µM]	COc1cccc(C2CCCN2Cc2nc(CC3CC3)no2)c1 (centres undefined)
4%	36%	3%	3	-4%	6%	3%	4%	-4%	Cc1cc(C)cc(OCC(=O)O/N=C(\N)c2ccccn2)c1
-12%	14%	2%	0	6%	10%	i	0%	14%	CC(C)CNC(=O)c1cccc(NC(=O)c2ccco2)c1
-4%	0%	19%	5	-3%	-2%	-4%	2%	-5%	Cc1cc(C=O)c(C)n1-c1cc(C(F)(F)F)ccc1N1CCOCC1
-23%	45%[activator]	12%	-1	8%	1%	-4%	-6%	9%	Cc1ccc(S(=O)(=O)N2CCC(C(=O)Nc3cc(C)ccc3C)CC2)cc1
-23%	16%	0%	3	456%	-2%	-10%	4%	-111%	CCCNC(=O)N1c2ccccc2Sc2ccccc21
-5%	16%[57 µM]	-1%	-14	-2%	?	-5%	-11%	8%	Cn1cc(C(=O)C(=O)N2CCCCC2)c2ccccc21
-15%	69%[activator]	-3%	1	8%[57.1 µM]	-7%	5%	-6%	29%[57.1 µM]	Cc1ccc(F)c(CNC(=O)C2CCC(=O)N(CCCN3CCCC3=O)C2)c1F (centres undefined)
-9%	-10%	-22%	0	4%	?	-7%	0%	-16%	Cc1cccc(Nc2nc(NCc3ccco3)c3ccccc3n2)c1
-15%	12%	0%	0	-2%	-10%	-3%	5%	15%	COc1c(C)cc(C(=O)C2CCCN(C(=O)c3ccc4[nH]ccc4c3)C2)cc1C (centres undefined)
-16%	?	9%	-6	9%[11.4 µM]	9%	-1%	-2%	-31%[11.4 µM]	CC(=O)OC(C)C1C2=C(C(=O)CC1(C)O)C(=O)c1c(ccc(-c3ccc4c(c3O)C(=O)C3=C(C4=O)C(C(C)OC(C)=O)C(C)(O)CC3=O)c1O)C2=O (centres undefined)
-30%	55%[activator]	7%	2	-2%	0%	-6%	-7%	-13%	Cc1ccc(S(=O)(=O)N(C)C[C@@H]2Oc3c(NC(=O)C4CC4)cccc3C(=O)N([C@@H](C)CO)C[C@@H]2C)cc1

# Record cards, from the list above:
# `Cc1ccc(CN(C)C(=O)c2cc(S(=O)(=O)N3CCOCC3)ccc2F)o1` across the screens: USP1 inh: 5%; HP1b chromo inh: 7%; mIDH1 inhibitor: 7%; PI4K2A block: 1; TrxR1 substrate: -7%; Pin1 inh: -4%; PGK inhibitor: -9%; GLS inh: 4%; TrxR1 inh: ?
# `COc1cccc(C2CCCN2Cc2nc(CC3CC3)no2)c1` (centres undefined) across the screens: USP1 inh: -18%; HP1b chromo inh: 72%[activator]; mIDH1 inhibitor: 1%; PI4K2A block: 2; TrxR1 substrate: 4%[57.1 µM]; Pin1 inh: 6%; PGK inhibitor: -6%; GLS inh: -8%; TrxR1 inh: 21%[57.1 µM]

# Carrying on.
USP1 inh	HP1b chromo inh	mIDH1 inhibitor	PI4K2A block	TrxR1 substrate	Pin1 inh	PGK inhibitor	GLS inh	TrxR1 inh	SMILES
2%	41%[activator]	-9%	-2	-2%	0%	3%	0%	3%	Cc1ccc(S(=O)(=O)N2CCN(CC(=O)N3CCCC3)CC2)c(C)c1
-13%	52%[activator]	5%	-2	-19%[57.1 µM]	1%	-11%	3%	16%[57.1 µM]	COc1ccc(S(=O)(=O)N2CCCCC2)cc1NC(=O)c1ccc(=O)[nH]c1
5%	31%[activator]	5%	0	-4%	-7%	.	20%	1%	CNC(=O)CC1C(=O)N(c2ccc(F)cc2)C(=S)N1NC(=O)c1ccc(Br)cc1 (centres undefined)
-20%	35%	6%	-1	-4%	3%	1%	6%	2%	Cc1ccc(NC(=O)CCS(=O)(=O)c2cccc3nsnc23)c(C)c1
4%	.	-4%	-4	.	.	3%	4%	.	C[C@@H]1CN([C@@H](C)CO)C(=O)CCCn2nncc2CO[C@H]1CN(C)S(=O)(=O)c1ccccc1
-2%	26%	2%	8	5%[57.1 µM]	-8%	-2%	2%	8%[57.1 µM]	CC(=O)CCc1ccc2oc(C(=O)O)c(C)c2c1
-13%	60%[activator]	16%	2	5%	4%	i	2%	2%[57.1 µM]	CC(C)NC(=O)N(C)C[C@H]1Oc2ccc(NS(=O)(=O)c3cccs3)cc2C(=O)N([C@H](C)CO)C[C@@H]1C
-26%	55%[activator]	15%	-6	5%	6%	-4%	5%	3%	CC(=O)C1C(c2ccccc2Cl)NC(=O)NC1(O)C(F)(F)F (centres undefined)
-11%	27%	-11%	-3	-3%	-1%	3%	18%	1%	COc1ccc(C)cc1N(CC(=O)Nc1ccc2c(c1)OCCO2)S(C)(=O)=O
-6%	30%	3%	14	13%[57.1 µM]	-2%	2%	12%	13%[57.1 µM]	CCCCC(CCC(=O)Nc1ccc(C(=O)OC)cc1)C(=O)O (centres undefined)
-22%	19%	2%	-3	5%	6%	i	-2%	33%	O=C(Cn1c(=O)oc2cc(S(=O)(=O)N3CCCCC3)ccc21)N1CCc2ccccc21
-19%	47%[activator]	4%	8	32%	-5%	-3%	0%	15%	CCCn1cc(S(=O)(=O)c2ccccc2)c(=O)c2cc(F)c(N3CCN(C)CC3)cc21
-20%	66%[activator]	8%	2	1%	1%	0%	-7%	1%	O=C(CCCOc1ccccc1)Nc1ccccc1C(F)(F)F
?	-21%	-17%	2	-10%	3%	i	-11%	-9%	Cc1cccc(-n2ncc(C(=O)NCc3ccco3)c2C2CCN(C(=O)OC(C)(C)C)CC2)c1
-13%	40%	12%	4	4%	0%	-4%	-4%	12%	NC(=O)C1CCN(C(=O)CSc2ncccn2)CC1
-12%	?	5%	1	-11%	0%	1%	10%	-13%	CC(C)c1ccc(NC(=S)NCCc2c[nH]c3ccccc23)cc1
-9%	84%[activator]	12%	-1	23%	-12%	.	1%	-2%	O=C(O)CCNc1nc(-c2ccccc2)c2cc(Br)ccc2n1
-17%	20%	0%	3	0%[57.1 µM]	-11%	-2%	-2%	12%[57.1 µM]	O=C(COc1ccccc1)NC1CC(=O)N(c2ccc3c(c2)OCCO3)C1 (centres undefined)
1%	19%	-4%	1	-5%	-4%	-3%	15%	-21%	C/C(=N\NC(=O)c1cccc(S(=O)(=O)Nc2ccccc2Cl)c1)c1ccco1
8%	42%[activator]	-3%	1	-2%[57.1 µM]	5%	1%	4%	1%[57.1 µM]	CCn1c(SC)nc2c([nH]c3ccccc32)c1=O
6%	23%	-4%	-12	-7%	-14%	0%	4%	-1%[57.1 µM]	CCN(CC)S(=O)(=O)c1ccc(Cl)c(C(=O)Nc2nncs2)c1
-16%	9%[57 µM]	26%	2	-1%[57.1 µM]	-1%	5%	-2%	12%[57.1 µM]	Cc1noc(-c2ccc(-c3noc(-c4ccc(C(F)(F)F)cc4)n3)cc2)n1
18%	19%[57 µM]	-6%	5	39%[activator]	?	-8%	-5%	45%[activator]	C=CCn1c(=N)c(S(=O)(=O)c2ccc(C)c(C)c2)cc2c(=O)n3ccccc3nc21
-4%	22%	-3%	1	-6%	1%	0%	5%	-17%	COC(=O)c1cc(NC(=O)CCc2c(C)nc3ncnn3c2C)cc(C(=O)OC)c1
-29%	24%	-2%	-4	0%	-5%	6%	0%	15%	Cc1ncc(CN2CCCC(C(=O)Nc3ccc(-c4cccc(F)c4)cc3)C2)cn1 (centres undefined)
-21%	63%[activator]	6%	-7	6%	26%	-3%	-10%	23%	CC(OC(=O)CN(C)S(=O)(=O)c1ccc(Cl)cc1)C(=O)Nc1cccc(Cl)c1 (centres undefined)
-9%	24%	0%	-1	2%[57.1 µM]	-5%	-6%	0%	-1%[57.1 µM]	O=C(CCn1nnc2ccccc21)NNC(=O)C1CCCCC1
-1%	334%[activator]	1%	-3	8%[57.1 µM]	-8%	8%	-4%	18%[57.1 µM]	Cc1cccc(-c2noc(CCc3ccccc3)n2)c1
-11%	2%	-1%	-1	2%	-6%	-6%	15%	12%	COc1ccc(N2CCN(c3nc4ccccn4c(=O)c3/C=C(\C#N)S(=O)(=O)c3ccccc3)CC2)cc1
